Screening results from PubChem BioAssay.
HCV core dimer: blocks dimerization of HCV core protein | TR-FRET GST/Flag-core106 dimerization, 1536-well | inhibition, % at 5 µM | 300,000 compounds, 0.33% hits | AID 1899;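 active means inhibition above the mean of all tested compounds plus 3 SD, set per screening campaign, cut at about 45% in these data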
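Material: GST/Flag-tagged HCV core106 proteins. Incubation: 4 h, 22.5 °C incubation. Read-out basis: inhibition (%) from 671 over 617 nm ratio. Measured by: TR-FRET, excitation 340 nm, emission 617 and 671 nm.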
ZTA DNA inh: blocks Epstein-Barr virus ZTA, an EBNA-1 counter-screen | P03206 | ZTA-DNA binding, fluorescence polarization | inhibition, % at 11 µM | 320,000 compounds, 0.15% hits | AID 2234; in the data active means inhibition above about 33%
Fh CTSL1 inh: counter-screen for PFM18AAP inhibitors: inhibitors of F. hepatica cathepsin L1. AID 1906. recombinant F. hepatica cathepsin L1, Z-Leu-Arg-MCA fluorescence. 300,000 compounds, 0.49% hits. inhibition, % at 5.96 µM;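 active means inhibition above the mean of all tested compounds plus 3 SD, set per screening campaign, cut at about 17% in these data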;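 further: 0% = plate median of test compound wells and 100% = 1 µM Z-Phe-Ala-diazomethylketone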
EBNA-1 inhibitor: blocks EBNA-1 binding to DNA. EBNA-1 DNA binding, fluorescence polarization. 300,000 compounds, 0.34% hits. inhibition, % at 14.8 µM. AID 1950; in the data active means inhibition above about 28%
PREPL inhibitor: human PREPL enzyme inhibition. Q4J6C6. recombinant PREPL, fluorescence polarization activity-based probe. inhibition, % at 5.96 µM. 320,000 compounds, 0.68% hits; in the data active means inhibition above about 43%;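 further: 0% = enzyme with DMSO and 100% = wells lacking enzyme; many of its hits are not listed in these tables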
Target sequence (Q4J6C6 whole entry, looked up): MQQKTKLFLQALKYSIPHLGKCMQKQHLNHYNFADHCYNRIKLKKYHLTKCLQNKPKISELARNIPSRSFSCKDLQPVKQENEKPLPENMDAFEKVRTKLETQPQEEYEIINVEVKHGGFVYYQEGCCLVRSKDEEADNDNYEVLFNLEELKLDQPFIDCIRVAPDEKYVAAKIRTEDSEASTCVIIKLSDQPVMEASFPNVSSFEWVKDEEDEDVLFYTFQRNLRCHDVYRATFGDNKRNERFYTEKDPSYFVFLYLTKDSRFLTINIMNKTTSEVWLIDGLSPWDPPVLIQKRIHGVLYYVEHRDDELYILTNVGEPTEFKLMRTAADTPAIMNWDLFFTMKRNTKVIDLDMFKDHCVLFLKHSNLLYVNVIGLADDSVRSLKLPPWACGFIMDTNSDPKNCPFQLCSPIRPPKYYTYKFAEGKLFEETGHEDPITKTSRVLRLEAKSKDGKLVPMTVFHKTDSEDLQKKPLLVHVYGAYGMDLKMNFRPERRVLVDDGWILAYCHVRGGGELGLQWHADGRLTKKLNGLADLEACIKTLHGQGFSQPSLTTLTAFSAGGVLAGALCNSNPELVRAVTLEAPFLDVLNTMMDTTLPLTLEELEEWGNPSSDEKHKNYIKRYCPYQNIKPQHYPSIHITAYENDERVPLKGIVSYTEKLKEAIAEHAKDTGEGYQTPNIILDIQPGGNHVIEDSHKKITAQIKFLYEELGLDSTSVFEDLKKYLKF
Efflux pump mplx: blocks antifungal efflux pumps in multiplex yeast assay | AID 485275 | 330,000 compounds, 0.44% hits | inhibition, % at 10 µM | S. cerevisiae Candida pump triplex, Nile Red efflux;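 active means plate passing quality check with inhibition over a set limit, or well fluorescence over plate mean plus 4 SD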;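 further: Nile Red retained in pooled yeast measured as flow cytometry median fluorescence; 0% = buffer negative control and 100% = Enniatin B positive control; higher means more Nile Red kept so more efflux inhibition; some compounds called inactive have numbers as strong as hits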
PP1 inh: PP1-alpha (human) inhibition in PP5 counter-screen. purified PP1alpha, OMFP fluorescence. inhibition, % at 6.7 µM. 320,000 compounds, 0.9% hits. P62136;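 active means inhibition above the mean inhibition of all tested compounds plus 3 SD, computed separately for each screening campaign, cut at about 15% in these data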
PP5 primary: blocks human protein phosphatase 5 activity | AID 1987 | P53041 | inhibition, % at 6.7 µM | 320,000 compounds, 0.18% hits | purified PP5c, OMFP substrate fluorescence;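 active means inhibition above the campaign's mean inhibition across all tested compounds plus 3 SD, cut at about 9.5% in these data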;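 further: 0% = DMSO only and 100% = 100 µM cantharidin control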
TPT1 inh: inhibitors of Candida albicans tRNA 2'-phosphotransferase TPT1 | inhibition, % at 5 µM | 300,000 compounds, 0.81% hits | recombinant caTPT1, FP RNA substrate dephosphorylation | AID 1962;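 active means inhibition above the mean of all tested compounds plus 3 SD, set per screening campaign, cut at about 24% in these data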;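 further: plate controls were DMSO alone for no effect and ferristatin control at 100 nM for full effect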
The depositor's hits bear a star; x = no result given.

1	NC(=O)C1=C[C@H](c2ccc(Br)cc2)C[C@H](OCc2ccc(CO)cc2)O1
2	COc1ccc(Cl)cc1NC(=O)CN(C)C(=O)COc1ccccc1F
3	O=C(CCn1cccc1)Nc1cc(F)ccc1F
4	C=CCN(C(=O)CSc1nc2c(sc3ccccc32)c(=O)n1CCN(CC)CC)c1ccccc1
5	Cc1ccccc1NC(=O)NCCN1C(=O)C2C3C=CC(C3)C2C1=O (centres undefined)
6	COc1cccc(-c2nnc(SCC(=O)N3CCCc4ccccc43)o2)c1
7	Cc1ccc(NS(=O)(=O)c2ccc3[nH]c(=O)[nH]c3c2)cc1
8	CCC(C)NC(=O)c1cc(-c2ccccc2O)on1 (centres undefined)

Compound	1	2	3	4	5	6	7	8
HCV core dimer	-2.2	-0.8	5.5	4.0	4.9	3.0	2.3	-10.1
ZTA DNA inh	-0.5	4.0	0.2	-0.3	8.8	-1.1	9.5	4.9
Fh CTSL1 inh	-0.7	-6.2	2.2	4.0	0.5	-1.2	8.5	4.3
EBNA-1 inhibitor	-4.5	-5.7	3.8	-5.7	4.1	-19.3	5.8	2.8
PREPL inhibitor	12.3	14.3	0.5	15.6	7.6	-11.2	-7.1	13.1
Efflux pump mplx	0.2	0.0	0.1	0.1	0.1	0.1	0.0	0.0
PP1 inh	1.3	2.1	-4.5	0.8	0.4	0.7	-1.6	-6.8
PP5 primary	1.7	0.5	-1.1	1.2	1.7	4.1	0.2	0.3
TPT1 inh	4.3	-0.5	2.5	1.9	3.3	-2.3	-3.0	-3.6

9	COc1ccc(CNC(=O)C2CCN(C(=O)c3ccc(F)cc3)CC2)cc1OC
10	COc1cccc(CNCCSc2nnnn2C)c1OC
11	COCCn1c(SCC(=O)N2CCCc3ccccc32)nnc1-c1ccco1
12	c1ccc2[nH]c(-c3cscn3)nc2c1
13	Cc1cccc(C(=O)OCC(=O)Nc2ccc(F)cc2)c1
14	Cc1cccc2cc(COC(=O)c3cccc([N+](=O)[O-])c3)c(=O)[nH]c12
15	CCOC(=O)N1CCN(C(=O)CCSCCc2ccncc2)CC1
16	O=C(/C=C/c1ccc2c(c1)OCO2)NCCCN1CCOCC1

Compound	9	10	11	12	13	14	15	16
HCV core dimer	x	2.2	-8.8	10.7	2.6	2.6	-1.5	-4.5
ZTA DNA inh	19.7	-8.0	-2.9	9.2	-10.8	4.4	-9.2	-2.0
Fh CTSL1 inh	x	2.4	-3.2	6.3	-2.2	1.3	-2.1	-4.8
EBNA-1 inhibitor	x	7.2	0.4	7.5	-15.6	-2.7	-3.0	1.5
PREPL inhibitor	1.7	4.2	17.2	1.2	5.4	-3.3	11.7	-2.7
Efflux pump mplx	-0.1	0.2	0.3	0.6	0.0	0.1	-0.1	11.1*
PP1 inh	-5.7	-1.2	-5.6	-0.1	-1.9	-0.5	-1.7	-4.8
PP5 primary	-1.0	-0.5	2.4	-0.2	1.4	-3.5	2.7	0.1
TPT1 inh	x	1.9	4.3	2.2	1.0	5.9	-0.8	-6.5

Entries listed so far printed as active in Efflux pump mplx.
cpd | Molecule | HCV core dimer | EBNA-1 inhibitor | PREPL inhibitor | Efflux pump mplx | PP5 primary | TPT1 inh
16 | O=C(/C=C/c1ccc2c(c1)OCO2)NCCCN1CCOCC1 | -4.5 | 1.5 | -2.7 | 11.1* | 0.1 | -6.5

Carrying on.
17	CCOc1ccc(N(CC(=O)NC2CCCCCC2)S(=O)(=O)c2ccccc2)cc1
18	CCCc1cc(C(=O)N/N=C/c2ccc(C)o2)c2ccccc2n1
19	CCCCOC(=O)c1ccc(NC(=O)COC(=O)C2CSC3(C)CCC(=O)N23)cc1 (centres undefined)
20	CCOc1ccccc1NC(=O)Cn1c(=O)c(OCC)nc2cnccc21
21	CC(=O)c1ccc(N2CCN(C(=S)Nc3ccccc3C(F)(F)F)CC2)cc1
22	CN1C(=O)c2ccccc2Sc2ccc(NC(=O)N3CCOCC3)cc21
23	Cc1ccc(S(=O)(=O)Nc2nc3ccccc3nc2N2CCc3ccccc3C2)cc1
24	CCN(C(=O)CSc1nc(-c2ccccc2)c(-c2ccccc2)[nH]1)C1CCS(=O)(=O)C1 (centres undefined)
25	Cc1ccccc1C(=O)NC1CCN(CC(=O)Nc2nccs2)CC1
26	Cc1cc(F)ccc1NC(=O)C1CCN(C(=O)Nc2ccccc2)CC1

Compound	17	18	19	20	21	22	23	24	25	26
HCV core dimer	4.0	-4.4	-10.9	3.1	6.6	6.6	24.1	-0.8	0.7	-0.7
ZTA DNA inh	8.0	-4.5	0.7	2.1	-1.8	7.3	13.8	-14.3	-4.5	10.0
Fh CTSL1 inh	0.8	2.0	-1.5	-2.5	1.4	-1.9	5.5	2.5	-0.8	8.7
EBNA-1 inhibitor	12.9	-6.1	-0.3	0.0	8.1	9.1	4.5	-14.7	-0.1	-9.7
PREPL inhibitor	-4.9	3.8	5.3	-2.9	3.0	-7.3	27.2	4.5	-17.0	11.3
Efflux pump mplx	2.6	0.0	-0.2	0.1	-0.1	-0.1	-0.2	0.0	0.0	0.0
PP1 inh	-0.2	0.4	4.7	-0.4	-1.4	-0.8	11.9	-1.7	-2.8	-3.3
PP5 primary	0.1	0.1	0.5	-0.1	0.9	1.1	-0.1	2.2	2.4	0.5
TPT1 inh	-2.2	0.8	-2.0	-0.2	-1.3	-2.8	-7.5	-3.4	-0.4	0.5

Whole records as entered above. Screens in order: HCV core dimer, ZTA DNA inh, Fh CTSL1 inh, EBNA-1 inhibitor, PREPL inhibitor, Efflux pump mplx, PP1 inh, PP5 primary, TPT1 inh
CCCc1cc(C(=O)N/N=C/c2ccc(C)o2)c2ccccc2n1 is listed with -4.4, -4.5, 2.0, -6.1, 3.8, 0.0, 0.4, 0.1, 0.8
CCOc1ccccc1NC(=O)Cn1c(=O)c(OCC)nc2cnccc21 is listed with 3.1, 2.1, -2.5, 0.0, -2.9, 0.1, -0.4, -0.1, -0.2
Cc1ccccc1C(=O)NC1CCN(CC(=O)Nc2nccs2)CC1 is listed with 0.7, -4.5, -0.8, -0.1, -17.0, 0.0, -2.8, 2.4, -0.4
CC(=O)c1ccc(N2CCN(C(=S)Nc3ccccc3C(F)(F)F)CC2)cc1 is listed with 6.6, -1.8, 1.4, 8.1, 3.0, -0.1, -1.4, 0.9, -1.3
CCN(C(=O)CSc1nc(-c2ccccc2)c(-c2ccccc2)[nH]1)C1CCS(=O)(=O)C1 (centres undefined) is listed with -0.8, -14.3, 2.5, -14.7, 4.5, 0.0, -1.7, 2.2, -3.4

Not all compounds are listed (hit frequency here may not be typical).
